# Compound activity: PubChem BioAssay, National Center for Advancing Translational Sciences (NCATS)
# TrxR1 inh – inhibitors of rat thioredoxin reductase 1 | recombinant rTrxR1, NADPH fluorescence consumption, selenite substrate | Potency, µM (top dose mostly 114 µM), without a hit: at the highest dose activity change, negative = inhibition, actives largely listed as inhibitors | 390,000 tested, 1% active; note: potency is the fitted concentration of half-maximal effect; % is set by controls: 0 for no effect and ±100 for the full control effect; nearly all actives have a fitted effect of over 65% in size
#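 Rat TrxR1 (90 nM in the dispensed reagent) was pre-reduced with 400 uM NADPH for 5 min at room temperature, then incubated with compound for 15 min. After 400 uM selenite was added, NADPH fluorescence (Ex 340/Em 450 nm) was followed for 8 min.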
# USP1-UAF1 inh – inhibitors of human USP1/UAF1 deubiquitinase; recombinant USP1/UAF1, Ub-Rhodamine cleavage fluorescence; O94782; Potency, µM (series often up to 57.1 µM), without a hit: at the highest dose activity change, negative = inhibition, actives largely listed as inhibitors; AID 743255; 390,000 tested, 0.23% active; note: potency is the fitted concentration of half-maximal effect; % is set by controls: 0 for no effect and ±100 for the full control effect; nearly all actives have a fitted effect of over 60% in size; inactives centre near -12
# Target sequence (O94782 whole entry, looked up): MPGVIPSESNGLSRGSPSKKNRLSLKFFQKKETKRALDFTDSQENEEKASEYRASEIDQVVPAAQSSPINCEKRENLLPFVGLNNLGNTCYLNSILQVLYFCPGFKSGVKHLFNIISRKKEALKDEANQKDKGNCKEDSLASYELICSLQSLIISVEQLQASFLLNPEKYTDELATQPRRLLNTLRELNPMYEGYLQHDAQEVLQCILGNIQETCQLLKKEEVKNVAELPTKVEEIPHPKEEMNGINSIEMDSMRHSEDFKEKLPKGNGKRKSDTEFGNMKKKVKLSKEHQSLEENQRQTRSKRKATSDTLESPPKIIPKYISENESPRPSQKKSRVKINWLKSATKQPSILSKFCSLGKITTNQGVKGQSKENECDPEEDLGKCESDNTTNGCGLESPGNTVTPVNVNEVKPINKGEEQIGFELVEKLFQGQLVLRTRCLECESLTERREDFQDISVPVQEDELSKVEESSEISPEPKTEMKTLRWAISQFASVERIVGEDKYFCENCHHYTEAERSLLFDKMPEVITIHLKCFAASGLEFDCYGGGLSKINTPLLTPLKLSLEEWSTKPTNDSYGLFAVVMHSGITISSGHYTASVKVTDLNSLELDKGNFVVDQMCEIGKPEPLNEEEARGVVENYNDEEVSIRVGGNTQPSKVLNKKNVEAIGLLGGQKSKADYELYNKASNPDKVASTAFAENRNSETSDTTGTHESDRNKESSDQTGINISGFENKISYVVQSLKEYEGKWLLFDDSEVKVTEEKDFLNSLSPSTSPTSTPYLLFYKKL
#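 1 nM enzyme complex + cpd, 15 min RT; start with Ub-Rho 150nM final; kinetic fluorescence ex 480/em 540, 6 reads q60 s. Buffer 50mM HEPES pH 7.8, 0.5mM EDTA, 0.1 mg/ml BSA, 1mM TCEP, 0.01% Tween-20.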
# GLS inhibitor – glutaminase GLS (human) inhibition. Potency, µM (doses to about 45.5 µM), without a hit: at the top dose activity change, negative = inhibition, most hits filed as inhibitors. 410,000 tested, 0.21% active. GLS enzymatic activity, qHTS titration. O94925; note: potency is the fitted concentration of half-maximal effect; % is set by controls: 0 for no effect and ±100 for the full control effect
#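 Two-point fluorescence kinetic (t0, 30 min RT) for hKGA; glutamate detected via glutamate oxidase–HRP–Amplex Red. Substrate: 1 mM L-glutamine solution; buffer 45 mM KH2PO4, pH 8.2.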
# Pin1 inh – inhibitors of human Pin1 | Potency, µM (titrated, usually from 115 µM), without a hit: top-dose activity, negative = inhibition, most hits filed as inhibitors | Pin1 FP peptide displacement, HiFluor488, 10 min | 390,000 tested, 0.009% active | AID 504891; active = well fitted inhibition curve with a large enough effect in the polarisation, with a control signal flat, not every such curve was filed as active; inconclusive = small, poorly fitted or top-dose-only effect, or effect the other way, or a change in a side signal; inactive = no such curve, though single readings can be large or run the other way; the % refers to the polarisation; note: potency is the fitted concentration of half-maximal effect; % is set by controls: 0 for no effect and ±100 for the full control effect
# Target sequence (Q13526 whole entry, looked up): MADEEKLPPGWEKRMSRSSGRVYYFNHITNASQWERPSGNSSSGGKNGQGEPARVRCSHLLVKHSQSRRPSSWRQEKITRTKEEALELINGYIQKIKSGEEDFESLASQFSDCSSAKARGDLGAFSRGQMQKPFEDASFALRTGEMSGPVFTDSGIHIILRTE
# PI4K2A inh – PI4K2A (human) kinase inhibition; Q9BTU6; purified PI4K2A, ADP-Glo luminescence, 1 h; active compounds read low; activity change, negative = inhibition, % at 76.9 µM; 420,000 tested, 0.13% active; AID 1346378; in the data active = activity change below about -50%; inconclusive = mostly about -30% to -49%;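 note: -100% = wells without enzyme as full effect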
#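 In this quantitative HTS, ADP production by PI4K2A was quantified luminescently after 1 h at ambient temperature; 100 microM adenosine served as plate-quality control.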
# HP1b binding inh – inhibitors of HP1-beta chromodomain binding to methylated histone tails | AlphaScreen HP1-beta / biotin-H3K9me3 peptide binding | Potency, µM (series often up to 114 µM), for inactives: at the top dose activity change, negative = inhibition, actives largely listed as inhibitors | 390,000 tested, 0.56% active | AID 540317; note: potency is the fitted concentration of half-maximal effect; nearly all actives have a fitted effect of over 70% in size; inactives centre near 23
#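 Compound inhibition of the preformed complex between 50 nM HP1-beta and 50 nM biotinylated H3K9me3 peptide was read by AlphaScreen. Buffer was PBS pH 7.4 with 0.01% Tween-20. Incubations ran 30 min at room temperature, with 10 ug/mL donor/acceptor beads.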
# TrxR1 substrate – is turned over as a substrate by rat TrxR1; purified TrxR1 substrate turnover, NADPH consumption readout; O89049; 390,000 tested, 0.01% active; Potency, µM (series often up to 114 µM), inactives show at the top dose activity change, negative = substrate turnover; note: potency is the fitted concentration of half-maximal effect; % is set by controls: 0 for no effect and ±100 for the full control effect; nearly all actives have a fitted effect of over 50% in size
#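 Rat TrxR1, dispensed at 90 nM, was prereduced with 400 uM NADPH (final) for 5 min at ~22 deg C, then incubated with compound 15 min before 400 uM selenite. A first-read NADPH fluorescence drop versus no-compound background flagged substrates.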
# Tb PGK inh – T. brucei PGK inhibition. P07378. PGK/GAPDH coupled, Kinase-Glo luminescence, 60 min. Potency, µM (highest dose often 57.5 µM), for the others: at the top dose activity change, negative = inhibition, hits mostly inhibitors. 380,000 tested, 0.043% active. AID 602233; note: potency is the fitted concentration of half-maximal effect; % is set by controls: 0 for no effect and ±100 for the full control effect; nearly all actives have a fitted effect of over 60% in size
#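 Luminescent ATP detection (Kinase-Glo Plus) follows a 60-minute room-temperature incubation, with wells lacking PGK as controls. Buffer: 100 mM TEA (pH 7.6), 5 mM MgCl2, 0.01% Tween-20. Coupling enzyme GAPDH (100 nM final) supplies unstable 1,3-BPG in-well.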
# IDH1 R132H inh – human IDH1 R132H inhibition; IDH1-R132H enzyme, NADPH consumption, diaphorase/resazurin fluorescence; Potency, µM (highest dose often 76.6 µM), without a hit: top-dose activity change, negative = inhibition, actives largely listed as inhibitors; 390,000 tested, 0.093% active; AID 602179; note: potency is the fitted concentration of half-maximal effect; % is set by controls: 0 for no effect and ±100 for the full control effect; nearly all actives have a fitted effect of over 65% in size
#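 IDH1-R132H (0.5 ug/mL dispensed) in pH 7.5 Tris buffer was preincubated 30 min with compound, then given a substrate mix of 0.016 mM NADPH and 2 mM alpha-KG for 80 min at room temperature; remaining NADPH was read by diaphorase/resazurin fluorescence.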
# Starred values were filed as active, the others as inactive; i = inactive; ? = inconclusive; nt = no result given; & = joins results of further samples; [ ] = another dose, or the depositor's remark. Unless noted, calls come from the whole dose curve; as a rule, active = well fitted curve in the direction sought with a large enough effect; inconclusive = small, poorly fitted or top-dose-only effect, or another doubt; inactive = no such curve, though single readings can be large; an effect the other way counts as inactive or inconclusive. This is a subset; count on the stated rates, not on these rows.
SMILES,TrxR1 inh,USP1-UAF1 inh,GLS inhibitor,Pin1 inh,PI4K2A inh,HP1b binding inh,TrxR1 substrate,Tb PGK inh,IDH1 R132H inh
COc1ccc(OC)c(CNC(=O)c2cnc3c(C)cccn3c2=O)c1,12%[57.1 µM],15%,3%,-3%,0,27%,5%[57.1 µM],-2%,5%
Nn1nnc2ccccc21,5%[57.1 µM],10%,4%,1%,1&0,48%[activator],3%[57.1 µM],2%,4%
O=C(CCSCCC(=O)NN=Cc1ccccc1O)NN=Cc1ccccc1O,8%,-6%,16%,16%,3,9%,-4%,-10%,6%
C=CCSc1nnc(-c2cc(C(C)(C)C)nn2Cc2ccc(F)cc2)n1C,9%[57.1 µM],-20%,3%,2%,4,29%,3%[57.1 µM],4%,13%
COc1ccc(C2/C=C\CN(CC3CCCCC3)C(Cc3ccccc3)C(=O)N2Cc2ccc(F)cc2)cc1 (centres undefined),1%,nt,nt,8%,nt,38%,-6%,nt,nt
CCOCCCNC(=S)N1CCN(CC)CC1,5%,-13%,-1%,2%,1,?,-2%,1%,-6%
O=C(CCc1nnc(C2CCCCC2)o1)N1CCN(C2CCCCC2)CC1,12%[57.1 µM],-24%,17%,-8%,-1,31%,6%[57.1 µM],-6%,-3%
CN(C)c1ccc(N=Nc2ccccc2C(=O)OCC(=O)N(C)c2ccccc2)cc1,-1%,-15%,10%,2%,4,?,-6%,-2%,0%
O=C(COC(=O)CC12CC3CC(CC(C3)C1)C2)Nc1ncc(Cl)cc1Cl,11%,-19%,0%,-2%,-3,15%,-1%,-9%,8%
O=C(CSc1nc2c([nH]c3ccccc32)c(=O)n1-c1ccccc1)Nc1ccccc1F,22%[57.1 µM],-4%,-1%,1%,0,28%[57 µM],-1%[57.1 µM],6%,-13%
COc1ccc(S(=O)(=O)N2CCCCC2)cc1NC(=O)c1cncc(Br)c1,6%,-24%,1%,-11%,-4,22%,11%,-1%,3%
CCOC(=O)c1ccc2[nH]cc(C(C)=O)c(=O)c2c1,14%,-18%,4%,?,1,31%,-1%,-4%,1%
Cc1c(Cl)ccc(S(=O)(=O)Nc2cccnc2)c1Cl,7%,-18%,-1%,-14%,-4,50%[activator],-3%,-8%,-10%
CC[C@]12c3[nH]c4ccccc4c3CCN1C(=O)C(CC(=O)NCCCOC)C[C@@H]2C(=O)N1CCN(C(=O)C2CC2)CC1 (some centres undefined),2%,-26%,-2%,-1%,-2,50%[activator],-1%,i,6%
COC(=O)C1=C(C(=O)OC)[C@@H]2N(C)c3ccc(OC)cc3[C@@]23C[C@@H](C(=O)OC)N(C(=O)C2CCC2)C3=N1,15%,-20%,31%[activator],0%,-4,?,-8%,i,-5%[38.3 µM]

# The closing 2 records of the part above come first, to join the parts:
SMILES,TrxR1 inh,USP1-UAF1 inh,GLS inhibitor,Pin1 inh,PI4K2A inh,HP1b binding inh,TrxR1 substrate,Tb PGK inh,IDH1 R132H inh
CC[C@]12c3[nH]c4ccccc4c3CCN1C(=O)C(CC(=O)NCCCOC)C[C@@H]2C(=O)N1CCN(C(=O)C2CC2)CC1 (some centres undefined),2%,-26%,-2%,-1%,-2,50%[activator],-1%,i,6%
COC(=O)C1=C(C(=O)OC)[C@@H]2N(C)c3ccc(OC)cc3[C@@]23C[C@@H](C(=O)OC)N(C(=O)C2CCC2)C3=N1,15%,-20%,31%[activator],0%,-4,?,-8%,i,-5%[38.3 µM]
COc1ccccc1Nc1ncnc2ccccc12,-3%,8%,-3%,-2%,7,39%[activator],-4%,-4%,-1%
COc1ccc(S(=O)(=O)NCC(c2cccs2)S(=O)(=O)c2ccccc2)cc1OC (centres undefined),3%[57.1 µM],-5%,4%,-1%,-1,32%,3%[57.1 µM],-5%,-5%
CCc1cccc(NC(=O)CCc2nc3cccnc3n2-c2ccccc2)c1,7%,-16%,-8%,22%,-2,20%,-4%,i,-10%
O=S(=O)(NC1CCCCC1N1CCN(c2ccccc2F)CC1)c1ccc(Cl)cc1 (centres undefined),15%,-27%,3%,-5%,1,47%[activator],-4%,i,11%
O=c1[nH]c2ccccc2nc1-c1ccc(Cl)cc1,32%[57.1 µM],-1%,5%,-6%,-10,12%,10%[57.1 µM],-9%,0%
O=C(CSc1ccc(-c2ccccn2)nn1)Nc1nccs1,10%,-13%,12%,-1%,-1,16%,1%,i,3%
CC(=O)c1cccc(NC(=O)CCS(=O)(=O)c2cccc3nsnc23)c1,?,-12%,6%,-2%,-2,-38%,-1%,-2%,-3%
CCC(=O)Nc1cccc(-c2ccc(N3CCC(C)CC3)nn2)c1,4%,-11%,0%,-1%,-3,8%,-4%,-8%,7%
C=CCn1c(CNS(=O)(=O)c2ccc(F)cc2)n[nH]c1=S,-14%,-22%,-6%,-5%,7,51%[activator],0%,-5%,2%
CC(NC(=O)CSC(=S)N(C)C)C12CC3CC(CC(C3)C1)C2 (centres undefined),15%,-4%,-2%,5%,-3,7%,4%,-9%,0%
Cc1cc(C)cc(N(CC(=O)Nc2cccc(C)c2C)S(=O)(=O)c2c(C)[nH]c(=O)[nH]c2=O)c1,3%&2%,-25%&-24%,3%&-1%,4%&0%,-3&0,29%&38%,-3%&-3%,7%,-4%&-1%
CC(C)Sc1nc(O)c(Cc2ccccc2)c(=O)[nH]1,-7%,-7%,22%,?,-1,26%,-8%,-4%,-1%
NS(=O)(=O)c1ccc(NS(=O)(=O)c2ccc(NC(=O)c3ccc(-c4ccccc4)cc3)cc2)cc1,4%,-8%,10%,-15%,-2,17%,-4%,-12%,-3%
CC(=O)NC(CC(=O)NC(C)c1ccc(Cl)cc1Cl)c1ccccc1 (centres undefined),18%[57.1 µM],-14%,4%,1%,3,34%,11%[57.1 µM],1%,3%
Cc1ccc(C)c(C(C)NC(=O)C2CCCO2)c1 (centres undefined),4%,-18%,-7%,-5%,2,34%,2%,-4%,-1%
CCOc1ccc(-c2cc(CCCC(=O)NCCCOC)no2)cc1,7%,-2%,7%,0%,-7,13%,0%,5%,1%
CCOC(=O)C1=C(O)C(=O)N(c2ccc(S(N)(=O)=O)cc2)C1c1ccc(Br)cc1 (centres undefined),-17%,-10%,-10%,-1%,15,18%,-2%,4%,-3%
O=C(CCCn1nnnc1CN1CCOCC1)N1CCC(c2ccc(F)cc2)C1 (centres undefined),-13%,-14%,-8%,-3%,-6,37%[activator],-2%,i,7%
Cc1nc(NC(C)C(=O)O)c2nc(C)oc2n1 (centres undefined),24%,-17%,11%,-3%,3,-5%,7%,-4%,0%
CC(=O)c1ccc(NC(=O)Nc2ccc(S(=O)(=O)N3CCCC3)cc2)cc1,-11%,-5%,12%,-14%,-1,15%,-9%,i,-4%
Cc1snc(S(=O)(=O)/C(C#N)=N\Nc2ccccc2)c1C#N,13%[57.1 µM],-21%,2%,-16%,-6,8%,-23%[57.1 µM],-3%,0%
CN1C/C(=N\S(=O)(=O)c2ccccc2)N(C)C1=O,-1%,-26%,8%,-12%,-3,34%,-1%,-9%,4%
Cc1ccc(CC(=O)Nc2cc(C)ccn2)cc1,18%,4%,0%,-2%,-1,26%,-2%,-2%,8%
Cc1ccc(CN(CC(=O)NC(C)(C)C)C(=O)CNC(=O)c2cccs2)cc1,8%[57.1 µM],-14%,1%,-2%,3,-1%,4%[57.1 µM],7%,-10%
CCOC(=O)N1CCN(C(=O)CNS(=O)(=O)c2cccs2)CC1,3%[57.1 µM],-4%,-6%,-5%,2,20%,-1%[57.1 µM],-5%,-1%
CCOc1ccc(OCCOC(=O)CNC(=O)c2ccc(Cl)cc2Cl)cc1,5%,-9%,6%,0%,-5,32%,1%,-5%,7%
O=C(c1ccco1)N1CCN(CCCCOc2ccc(F)cc2)CC1,-14%,-21%,-4%,-4%,-2,24%,-11%,1%,-6%
O=C(c1ccccc1)c1ccc2nc(Nc3ccccc3)c3nncn3c2c1,16%,?,2%,18%,8,54%[activator],5%,-10%,0%
O=C1c2ccccc2C(=O)N1CCc1c[nH]c2ccc(O)cc12,-11%[57.1 µM],-14%,21%,-11%,2,23%,-4%[57.1 µM],i,9%
Cn1c(SCC(=O)N2CCOCC2)nnc1-c1ccccc1,24%,-9%,-6%,-10%,2,30%,-3%,nt,1%
CN1CCN(CCCNC(=O)c2ccc(Cn3c(=S)[nH]c4ccc(Br)cc4c3=O)cc2)CC1,0%[57.1 µM],-11%,-18%,-11%,0,9%,7%[57.1 µM],8%,6%
Cc1ccc(NC(=O)N2CCCC(C(=O)O)C2)cc1 (centres undefined),15%,-19%,-1%,-7%,3,45%[activator],7%,7%,2%
O=C(COc1ccc([N+](=O)[O-])cc1)Nc1ccc(S(=O)(=O)N2CCOCC2)cc1,10%[57.1 µM],-16%,-5%,-10%,0,-4%,-7%,0%,-2%
COc1ccccc1CCN1CCCC(CN(C)C(=O)CCC(N)=O)C1 (centres undefined),16%,2%,-1%,3%,3,8%,1%,-3%,-6%
Cn1c(N)c(C(=O)COC(=O)C2CCC(C(C)(C)C)CC2)c(=O)n(C)c1=O (centres undefined),2%[57.1 µM],-28%,3%,2%,-4,13%,1%[57.1 µM],-3%,1%
C#CCOCCOCCOCCNc1nc(N2CCN(C(=O)[C@H](CC(N)=O)n3cc([C@@H](N)C(C)C)nn3)CC2)nc(N2CCN(C(=O)[C@H](CC(N)=O)n3cc([C@@H](N)C(C)C)nn3)CC2)n1,-6%[57.1 µM],-8%,-3%,7%,-2,37%,4%[57.1 µM],5%,24%
